Assay outcomes: PubChem BioAssay, several laboratories
aSyn UTR inh: 5' untranslated region of α-synuclein, MLPCN primary screen | inhibition, % (tested at 7.5 µM) | 0.82% of 300,000 active | alpha-synuclein 5'UTR reporter, inhibitor activity; in the data active = inhibition above about 60%; inconclusive = no clear call, values can overlap the other calls;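 note: H4 neuroglioblastoma cells stably carrying SNCA 5'UTR luciferase fusion; 0% = DMSO wells and 100% = positive control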
HSP90 refold inh: inhibitors of HSP90 luciferase refolding in rabbit reticulocyte lysate. luciferase refolding luminescence, 3 h. inhibition, % at 5.6 µM. 0.91% of 290,000 active. AID 1789;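 active = inhibition above the screen-wide mean plus 3 SD, computed separately per campaign, cut at about 16% in these data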;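 note: 0% = DMSO wells and 100% = 60 µM geldanamycin wells; inhibitors lower the luminescence because luciferase stays unfolded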
KLF5 inhibitor: kruppel-like factor 5 inhibition. DLD-1 KLF5 promoter-luciferase reporter, luminescence. inhibition, % at 5 µM. 0.23% of 290,000 active. AID 1700;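 active = inhibition above a per-plate limit of that plate's mean compound inhibition plus 3 SD, cut at about 60% in these data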;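 note: 0% = DMSO wells and 100% = LY294002 at 200 µM; higher means less KLF5 promoter-driven luciferase light; inactives centre near -14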
GSK3B inh: blocks human GSK3beta kinase activity. 0.038% of 300,000 active. AID 2097. P49841. activity score (negative = inhibition), % at 10 µM. GST-GSK3beta kinase, ADP-Glo luminescence, 60 min; active compounds read low;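 active = more than half of replicate wells score below -50%, meaning over 50% inhibition versus plate controls; inconclusive = some replicates but at most half score below -50%; inactive = no replicate scores below -50%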;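 note: 0% = median DMSO wells and -100% = median GW8510 positive control wells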
Target sequence (P49841 whole entry, looked up): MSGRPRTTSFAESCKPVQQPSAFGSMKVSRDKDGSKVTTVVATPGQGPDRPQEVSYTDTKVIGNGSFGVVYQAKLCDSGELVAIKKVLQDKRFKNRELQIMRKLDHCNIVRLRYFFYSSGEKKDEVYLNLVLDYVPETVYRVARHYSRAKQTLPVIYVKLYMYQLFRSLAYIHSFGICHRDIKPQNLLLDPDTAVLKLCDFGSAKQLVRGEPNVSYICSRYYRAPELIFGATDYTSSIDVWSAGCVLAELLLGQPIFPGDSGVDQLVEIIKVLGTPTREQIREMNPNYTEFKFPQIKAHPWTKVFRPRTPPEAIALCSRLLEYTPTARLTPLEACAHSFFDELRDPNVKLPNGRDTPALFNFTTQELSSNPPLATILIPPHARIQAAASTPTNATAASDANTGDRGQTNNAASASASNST
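test system = GST-tagged human GSK3beta kinase, cell-free | reagent = 25 µM ATP with peptide substrate | dosing = one dose of 10 µM per compound | schedule = 60 min reaction, RT | detection = luminescent ADP-Glo measurement of ADP formed | control set = DMSO neutral wells and GW8510 at 20 µM as positive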
HSF-1 act: increases HSF-1 driven luciferase reporter signal; activation, % at 9 µM; NIH3T3-HGL HSF-1 luciferase reporter, MG132, 8 h; 100% = twice DMSO control signal; 1.7% of 300,000 active;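 active = mean replicate activation of at least 50% with a set share of replicates each reaching 50%; inconclusive = only one of those two conditions met; inactive = mean below 50% and too few replicates reaching it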;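 note: 0% = median of the neutral control wells and 100% = twice that signal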
GSK3A inh: human GSK-3 alpha kinase inhibition | ADP-Glo luminescence, 60 min | inhibition, % at 10 µM | 0.1% of 320,000 active | AID 2650;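 in the data active = inhibition above about 50%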;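 note: GST-tagged GSK-3 alpha with peptide substrate and 25 µM ATP; 0% = DMSO neutral wells and 100% = GW8510 positive control wells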
Target sequence (P49840 whole entry, looked up): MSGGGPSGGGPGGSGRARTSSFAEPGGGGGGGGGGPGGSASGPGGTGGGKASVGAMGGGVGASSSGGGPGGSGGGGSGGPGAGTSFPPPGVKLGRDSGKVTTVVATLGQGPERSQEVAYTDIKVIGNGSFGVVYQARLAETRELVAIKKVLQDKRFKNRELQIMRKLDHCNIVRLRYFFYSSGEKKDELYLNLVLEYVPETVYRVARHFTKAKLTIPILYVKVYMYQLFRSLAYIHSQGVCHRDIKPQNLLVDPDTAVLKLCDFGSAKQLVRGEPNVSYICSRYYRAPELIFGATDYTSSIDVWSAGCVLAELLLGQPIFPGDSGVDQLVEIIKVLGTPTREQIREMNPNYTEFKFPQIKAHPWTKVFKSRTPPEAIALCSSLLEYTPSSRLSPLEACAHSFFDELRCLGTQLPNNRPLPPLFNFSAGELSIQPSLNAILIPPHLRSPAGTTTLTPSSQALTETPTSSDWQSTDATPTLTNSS
DYRK1A inh: Dyrk1A (rat) kinase inhibition; AID 504441; Q63470; inhibition, % at 12.5 µM; ADP-Glo luminescence, NFATc1 peptide; 0.43% of 310,000 active; in the data active = inhibition above about 50%;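 note: plate controls were vehicle with enzyme for no effect and no enzyme for full effect; many of its hits are not listed in these tables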
HSF1 inhib: HSF1 inhibition; activity change, negative = inhibition, % at 7.5 µM (by protocol); 0.77% of 300,000 active; NIH3T3-HGL HSE-luciferase, MG132-induced, luminescence 8 h; active compounds read low;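 active = more than half of replicate wells show activity change below -50%, luminescence cut by over half; inconclusive = some wells, but at most half, below -50%; inactive = no replicate well below -50%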;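 note: luciferase reports HSF-1 transcriptional activity via heat shock element; 0% = median of DMSO wells and -100% = zero luminescence signal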
Platelet DG rel: platelet dense granule release activity; human platelet-rich plasma, SFLLRN dense granule ATP release, luminescence; inhibition, %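 (compounds screened at 7.5 µM in platelet-rich plasma)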; 0.22% of 300,000 active; AID 1663;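 active = mean replicate score, as percent of positive control, at or above 50; inconclusive = mean below 50 but at least one replicate at or above 50; inactive = mean and every replicate below 50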
IEC-6 cytotox: counter-screen for KLF5 inhibitors: cytotoxicity in IEC-6 cells | IEC-6 cytotoxicity, luminescence viability | inhibition, % at 5 µM | 0.78% of 290,000 active | AID 1825; in the data active = inhibition above about 22%;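 note: 0% = plate median of test compound wells and 100% = cytotoxic reference compound wells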
The depositor's hits bear a star; ? = inconclusive; . = not tested or not shown.

SMILES | aSyn UTR inh | HSP90 refold inh | KLF5 inhibitor | GSK3B inh | HSF-1 act | GSK3A inh | DYRK1A inh | HSF1 inhib | Platelet DG rel | IEC-6 cytotox
Cc1c(O)ccc2c(CN3CCN(CCO)CC3)cc(=O)oc12 | -1 | 6 | -6 | -1 | -3 | 2 | 22 | 1 | 12 | -6
Cc1cccc(NC(=S)N2CCN(c3ccccc3)CC2)c1 | -2 | 0 | -16 | 2 | 2 | 0 | -2 | -2 | 3 | 2
O=C(CSc1ccc2c(c1)OCCO2)NC(=O)NC1CCCC1 | -11 | 6 | 7 | 1 | 11 | -3 | 7 | -1 | -5 | 4
Cc1cc(C)cc(NC(=O)CN2CCN(CCN=CC3=C(O)CC(C)(C)CC3=O)CC2)c1 | 4 | 2 | -9 | 0 | -14 | -5 | 3 | -12 | -3 | 1
N#Cc1cccc(CN2CCC(=O)N([C@H](CO)Cc3ccccc3)CC2)c1 | 6 | 0 | 5 | 2 | 7 | -3 | 7 | 0 | 3 | 5
Cc1ccc(C(=O)N/C(=C/c2ccc(-c3ccc([N+](=O)[O-])cc3)o2)C(=O)NCCCN(C)C)cc1 | 58 | . | . | -9 | 5 | 23 | . | -2 | -10 | .
O=C(NCc1cc(F)ccc1F)C1CCC(=O)N(C2CCCCCC2)C1 (stereo unspecified) | 8 | 0 | -95 | . | 5 | 0 | -2 | -2 | 7 | 2
CCC1(CC)C(=O)Nc2ccccc21 | -4 | . | . | -21 | 17 | 6 | -1 | -5 | -3 | .
O=C(c1ccccc1)N1CCC2(CC1)NCCc1[nH]cnc12 | 0 | 2 | -18 | -5 | -17 | 0 | -1 | -12 | -8 | 3
Oc1ccc(N=Nc2ccc3ccccc3c2)cc1 | -73 | -1 | -126 | 0 | ? | 0 | 8 | 7 | 54* | 8
COc1ccccc1CCC(=O)OCC(=O)N1CCN(S(=O)(=O)c2ccc(C)cc2C)CC1 | 10 | . | . | 0 | 26 | -3 | 3 | -4 | 6 | .
O=C(NC1CCCCCCC1)c1cccs1 | -78 | -3 | -31 | -2 | 11 | -3 | 10 | 10 | -4 | 3
COC(=O)c1cc(/C=C/c2ccccc2)on1 | -15 | 0 | -32 | 1 | 17 | -2 | . | -5 | -10 | 1
COc1ccc(CNC(=O)C2CC(C)=C(C)CC2C(=O)O)cc1 (stereo unspecified) | -17 | -3 | 4 | -2 | -4 | -2 | 1 | -5 | -3 | -3
COc1cc2nc(Cl)nc(N3CCCCC3)c2cc1OC | 26 | 2 | -18 | -3 | . | -3 | 7 | . | 3 | 0
CCOC(=O)c1[nH]c2ccc(Br)cc2c1NC(=O)CCN1CCC(C)CC1 | -6 | 0 | -31 | 0 | 3 | -1 | 1 | -9 | 3 | 3
COC(=O)c1sc(NC(=O)c2cnccn2)c(C(=O)OC)c1C | -23 | 1 | 0 | -1 | 30 | . | . | -10 | -1 | 4
COc1ccc(Cl)cc1C(=O)NCc1cnn(C)c1C | -4 | 1 | 16 | 2 | -21 | -1 | 0 | -7 | -2 | -2
Cc1cccc(NC(=S)NCCc2ccc(S(N)(=O)=O)cc2)c1C | 5 | 1 | -1 | 2 | -1 | -2 | -41 | -10 | -3 | -5
CCOC(=O)Cc1csc(NC(=O)c2ccc(S(=O)(=O)N3CCCC3)cc2)n1 | 23 | 5 | -24 | 2 | -8 | -2 | 14 | -1 | -10 | 3
COc1ccc(C(C)=O)cc1COC(=O)Cc1n[nH]c(=O)c2ccccc12 | 37 | 0 | -21 | 4 | 3 | 0 | 11 | 1 | 4 | 4
COc1ccc(N(Cc2cc(=O)[nH]c3ccccc23)C(C)=O)cc1 | 11 | 2 | -16 | -1 | 0 | 0 | 3 | 8 | 1 | 2
C=CCc1cc(C(=O)N2CCCCC2)ccc1O | 18 | 0 | -19 | -2 | -11 | 1 | 1 | -12 | -2 | -6
Cc1ccc(Nc2nc(-c3c(C)n(C)n(-c4ccccc4)c3=O)c(C)s2)cc1 | 9 | -1 | -3 | 0 | 38 | -2 | -7 | -1 | 1 | 2
Cc1ccc(C(=O)N2CCN(S(=O)(=O)c3ccc(C)c([N+](=O)[O-])c3)C2)cc1 | -8 | -3 | -28 | 1 | 4 | -1 | 3 | -2 | 5 | -1
C=CCNC(=O)c1ccccc1NC(=O)C1COc2ccccc2O1 (stereo unspecified) | 32 | 1 | -11 | 0 | -2 | -3 | -4 | -6 | -1 | 3
Cc1ccc2c(c1)c1cccc3c1n2CCN3CCC(N)=O | -172 | -7 | -117 | 1 | -4 | 3 | 3 | -6 | -9 | 0
Cc1ccc(C(C)C)c(OCC(=O)OCc2c(C)noc2C)c1 | -1 | 2 | -17 | 1 | 1 | 1 | -2 | -3 | -27 | 3
C/C(=N\NC(=O)c1cc(Cl)ccc1O)c1ccc(Br)s1 | -76 | -5 | -4 | 4 | 41 | 0 | 5 | -1 | -18 | 1
CC(C)n1c(SCC(=O)Nc2ccccc2N2CCOCC2)nc2c1c(=O)n(C)c(=O)n2C | 9 | 2 | -21 | -2 | -25 | 6 | 3 | -4 | 2 | 2
O=C1NC2(CCCCCCC2)C(=O)N1Cc1ccc(F)cc1 | -20 | 3 | -20 | -1 | 8 | 3 | 0 | -3 | 2 | -2
CCCCCCCCn1c2c(c(=N)c3ccccc31)CCC2 | 59 | 0 | 55 | -2 | 4 | . | -3 | 5 | -11 | 40*
CCOc1ccc(N(CC(=O)NCCSCc2ccco2)S(=O)(=O)c2ccc(F)cc2)cc1 | -5 | 1 | -24 | 6 | -27 | 0 | -4 | -11 | 1 | 2
COC(=O)c1ccc(C2c3c(oc4ccc(Cl)cc4c3=O)C(=O)N2CCN2CCOCC2)cc1 (stereo unspecified) | -14 | -1 | 6 | 0 | 6 | -2 | 12 | 0 | 9 | 11
COc1ccccc1OCC(=O)Nc1ccc(O)cc1C(=O)O | 1 | -2 | -29 | 0 | -2 | -5 | 2 | -6 | -4 | -5
Cn1cc(C(c2ccccn2)c2cn(C)c3ccccc23)c2ccccc21 | 4 | 13 | -31 | 2 | 13 | 4 | -2 | 13 | 3 | -3
O=C(CC(C(=O)O)c1ccc(Cl)cc1)c1ccc(Cl)c(Cl)c1 (stereo unspecified) | 8 | 5 | -36 | 1 | 3 | -3 | 2 | 2 | 0 | -1
O=C(NCc1n[nH]c(=S)n1-c1ccc([N+](=O)[O-])cc1)c1ccc(S(=O)(=O)N2CCOCC2)cc1 | -4 | 2 | -6 | 1 | -1 | -1 | -3 | -8 | 8 | -4
O=C(N/N=C/c1ccco1)c1ccc(C(=O)N/N=C/c2ccco2)o1 | -7 | -1 | -1 | 2 | -1 | 2 | 16 | -15 | -2 | 5
CNC(C)C#Cc1c(-c2cc(OC)c(OC)c(OC)c2)noc1C (stereo unspecified) | -39 | -6 | 17 | 1 | -7 | 0 | . | -2 | 7 | 0
CCCn1c(SCC(=O)NC(C)(C)C)nnc1C(C)C | 1 | 0 | -6 | -1 | -1 | -6 | -4 | 10 | . | -3
Cc1cccc(NCc2ccccc2O)c1C | -32 | -2 | 5 | 1 | -7 | -2 | 3 | -2 | 4 | -10
CC1CCN(c2ccccc2NC(=O)c2cc3ccccc3o2)CC1 | 31 | 1 | -21 | 3 | 6 | -2 | 0 | -6 | -6 | 1
CCOC(=O)c1c(NC(=O)COC(=O)c2nc(Cl)ccc2Cl)sc(C(=O)N(C)C)c1C | 5 | . | . | -2 | -12 | 3 | -1 | 3 | -18 | .
CC(C)(C)OC(=O)NCCCCc1cn(CC(=O)N2CCN(C(=O)OC(C)(C)C)CC2)nn1 | 5 | 8 | -17 | 1 | -5 | 1 | -12 | -2 | 3 | 4
CC(C(=O)Nc1ccc2c(c1)OCCO2)N(c1ccccc1)S(C)(=O)=O (stereo unspecified) | 15 | -1 | 0 | 4 | -12 | -1 | 1 | -5 | -4 | -6
CC(C)CN1CCC(=O)N(CCSc2ccccc2)CC1 | -107 | 10 | -121 | 1 | 34 | 1 | 7 | 22 | 0 | -1
COc1ccc(NC(=S)NC(=O)c2cc3ccccc3o2)c(OC)c1 | -54 | -4 | -44 | 5 | 2 | 0 | -6 | 4 | -3 | 4

No new results follow: entries from further up.
SMILES | aSyn UTR inh | HSP90 refold inh | KLF5 inhibitor | GSK3B inh | HSF-1 act | GSK3A inh | DYRK1A inh | HSF1 inhib | Platelet DG rel | IEC-6 cytotox
CC1CCN(c2ccccc2NC(=O)c2cc3ccccc3o2)CC1 | 31 | 1 | -21 | 3 | 6 | -2 | 0 | -6 | -6 | 1
CCOC(=O)c1c(NC(=O)COC(=O)c2nc(Cl)ccc2Cl)sc(C(=O)N(C)C)c1C | 5 | . | . | -2 | -12 | 3 | -1 | 3 | -18 | .

Remaining list, next part
SMILES | aSyn UTR inh | HSP90 refold inh | KLF5 inhibitor | GSK3B inh | HSF-1 act | GSK3A inh | DYRK1A inh | HSF1 inhib | Platelet DG rel | IEC-6 cytotox
CCCCn1c(SCC(=O)NCc2ccco2)nc2ccc(N3CCOCC3)cc2c1=O | -27 | 1 | -12 | -1 | 13 | 1 | -1 | -4 | -10 | 4
COc1cc(CN2CCC(C(=O)N3CCC(C)CC3)CC2)cc(Br)c1O | 6 | 2 | -7 | -1 | 5 | -2 | 6 | -6 | 5 | -7
CCn1cc(-c2cc(C(=O)O)on2)c(C)n1 | -14 | -2 | -20 | -1 | 14 | -1 | 3 | -4 | -5 | -7
Cc1cc(N2C(=O)C(=O)/C(=C(/O)c3ccc(F)cc3)C2c2ccc(Cl)cc2)no1 (stereo unspecified) | -2 | 0 | -32 | -2 | -8 | 0 | -8 | 6 | -1 | -7
Cn1c(Cc2ccccc2)nnc1SCC(=O)Nc1cccc(S(=O)(=O)NC2=NCCCCC2)c1 | 2 | 3 | 9 | 2 | -2 | -1 | . | -7 | -3 | 6
C=CCNC(=O)CNS(=O)(=O)c1ccc(F)cc1 | 15 | 0 | -12 | -3 | -1 | -4 | 0 | 0 | 0 | -6
O=C(COC(=O)c1n[nH]c2ccccc12)NC(=O)NC1CCCC1 | . | 3 | -4 | . | . | 0 | 18 | . | . | -6
CCSc1c([N+](=O)[O-])c(=O)n(-c2ccccc2)c2ccccc12 | 19 | . | . | 4 | -13 | -3 | 15 | -6 | -1 | .
COC(=O)c1cnc(N2CCCN(S(=O)(=O)c3ccccc3)CC2)nc1C(F)(F)F | 1 | -1 | -15 | 3 | -22 | 1 | . | -13 | 2 | 0
COc1cccc(/C=N/Nc2nnc3c(n2)[nH]c2ccccc23)c1OC | -84 | -3 | -39 | 0 | 17 | 1 | -2 | 9 | 1 | -10
CN(CC(=O)OCC(=O)NC(=O)c1cccn1C)S(=O)(=O)c1ccc(Cl)cc1 | 21 | -2 | -18 | -4 | 26 | 0 | 3 | -2 | -8 | -8
O=C(COc1ccc(Cl)cc1Cl)Nc1ccccc1NS(=O)(=O)c1cccs1 | -57 | 0 | -30 | 1 | 10 | 0 | -2 | 20 | 8 | 1
O=C(CCC(=O)OCC(=O)c1cccc([N+](=O)[O-])c1)NC1CCCCC1 | -13 | -2 | 20 | -1 | 17 | -5 | 0 | 0 | 8 | -2
N#CCCC(CCC#N)(CCC#N)c1cc[n+](CCc2ccccn2)cc1 | 13 | . | . | 1 | -14 | 1 | 2 | 1 | 5 | .

Some of the compounds tested, so the mix of outcomes need not match the whole.
